# Source: PubChem BioAssay
# TRPC6 act: mouse TRPC6 channel activators, primary screen, cell-based, HEK293, membrane potential dye; HEK293-TRPC6 membrane potential dye fluorescence; stronger effect = higher value; B-score at 10 µM; Short transient receptor potential channel 6 (Mus musculus), Q61143; 310,000 tested, 0.13% active; AID 2550, 2010;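 active = B-score of the integrated fluorescence ratio above library mean plus 3 SD, and starting fluorescence ratio within library mean plus 5 SD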;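 note: higher score means more depolarization so channel activation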
# MrgX1 antagonist: antagonists of human MrgX1 receptor, primary screen, HEK293 cells, Fluo-4 calcium flux; B-score at 10 µM; BAM8-22 antagonism; stronger effect = lower value; Mas-related G-protein coupled receptor member X1 (Homo sapiens), Q96LB2; 310,000 tested, 1.3% active;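 active = calcium-response B-score plate-corrected more than 3 library SD below zero, starting fluorescence within 5 deviations, no agonist response on first addition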;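 note: peak minus trough fluorescence over baseline after final BAM8-22 challenge near maximal dose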
# MrgX1 agonist: agonists of human MrgX1 receptor, primary screen, HEK293 cells, Fluo-4 calcium flux; Mas-related G-protein coupled receptor member X1 (Homo sapiens), Q96LB2; Fluo-4 calcium fluorescence, agonist mode; stronger effect = higher value; B-score at 10 µM; 310,000 tested, 0.44% active; AID 588627, 2011;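 active = calcium response B-score plate-corrected fluorescence ratio at least 3 library SD, with starting fluorescence B-score inside 5 SD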
#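 Assay system: MrgX1-expressing HEK293 cells / Amount: fifteen thousand cells per well / Doses: test compound in the initial addition of three / Timing: cells plated overnight, dye loaded 0.5 h 37 °C, 0.5 h room temperature / Technique: kinetic calcium dye fluorescence, Fluo-4 NW / Control set: positive and negative controls per plate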
# TRPC6 inh: mouse TRPC6 channel inhibitors, primary screen, cell-based, HEK293, membrane potential dye; B-score at 10 µM; ACh-evoked depolarization; stronger effect = lower value; 310,000 tested, 1.1% active; AID 2553, 2010; Short transient receptor potential channel 6 (Mus musculus), Q61143;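 active = B-score under library mean minus 3 SD, initial fluorescence not abnormally high, positive integrated signal ratio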;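 note: B-score derived from integrated fluorescence ratio over the kinetic read; more negative B-score means stronger inhibition of depolarization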
# SKKanGAS inh: S. pyogenes SKKanGAS growth inhibitors in kanamycin, primary screen, streptokinase expression inhibitor project, SKKanGAS strain, BacTiter-Glo luminescence. inhibition, % at 7.5 µM. 6 h. 300,000 tested, 1.3% active;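 active = mean replicate score, as percent of positive control median, at least 50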;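 note: strain carries kanamycin resistance gene driven by streptokinase promoter and grows in 40 µg/ml kanamycin; loss of luminescence reflects streptokinase promoter inhibition or plain growth inhibition; 0% = median of DMSO wells and 100% = positive control at its reference dose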
# TRPC4 block: inhibitors of mouse TRPC4 channel, primary screen, Fluo4 calcium, HEK293 TRPC4beta/mu-opioid cells. DAMGO-evoked Fluo4 calcium flux; stronger effect = lower value. B-score at 10 µM. 300,000 tested, 0.39% active. AID 2247, 2010;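 active = B-score over 3 SD under the library average, no early fluorescence shift, positive overall ratio signal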
# Target sequence (Q9QUQ5 whole entry, looked up): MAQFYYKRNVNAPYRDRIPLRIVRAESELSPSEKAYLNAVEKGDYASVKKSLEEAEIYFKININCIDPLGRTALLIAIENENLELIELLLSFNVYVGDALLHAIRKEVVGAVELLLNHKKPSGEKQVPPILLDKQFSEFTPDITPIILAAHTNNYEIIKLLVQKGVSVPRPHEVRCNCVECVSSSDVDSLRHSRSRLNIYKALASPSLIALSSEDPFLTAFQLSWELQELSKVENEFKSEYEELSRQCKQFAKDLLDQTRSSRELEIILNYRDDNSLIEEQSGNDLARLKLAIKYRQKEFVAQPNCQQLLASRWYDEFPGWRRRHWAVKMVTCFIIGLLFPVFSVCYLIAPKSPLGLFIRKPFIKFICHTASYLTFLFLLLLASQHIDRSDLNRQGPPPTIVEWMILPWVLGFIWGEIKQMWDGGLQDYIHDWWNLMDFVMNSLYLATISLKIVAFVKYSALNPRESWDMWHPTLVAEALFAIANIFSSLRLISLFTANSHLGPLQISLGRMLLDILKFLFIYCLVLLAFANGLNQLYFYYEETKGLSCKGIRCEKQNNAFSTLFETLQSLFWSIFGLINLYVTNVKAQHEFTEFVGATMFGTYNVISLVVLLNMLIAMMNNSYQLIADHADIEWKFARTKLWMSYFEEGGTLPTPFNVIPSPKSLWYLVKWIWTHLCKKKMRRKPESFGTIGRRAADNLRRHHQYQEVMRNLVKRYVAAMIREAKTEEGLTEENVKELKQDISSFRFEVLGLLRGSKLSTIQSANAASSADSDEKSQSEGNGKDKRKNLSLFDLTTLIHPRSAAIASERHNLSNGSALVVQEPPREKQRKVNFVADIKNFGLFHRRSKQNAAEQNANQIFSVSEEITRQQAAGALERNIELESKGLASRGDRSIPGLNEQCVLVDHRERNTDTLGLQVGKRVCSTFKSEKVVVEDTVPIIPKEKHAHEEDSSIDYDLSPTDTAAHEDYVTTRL
#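 Assay system: HEK293 cells with stable TRPC4beta plus mu-opioid receptor expression; Probe or stimulus: DAMGO in two steps, submaximal then maximal; Dosing: single-point compound dosing; Measured by: Fluo4 calcium-dye fluorescence, kinetic read; Read-out basis: B score from integrated Fluo4 fluorescence ratio.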
# HIF activator: HIF pathway transcriptional activators, primary screen, cell-based, U2OS HRE-luciferase, luminescence; activation, % at 7.5 µM (by protocol); U2OS HRE-luciferase reporter; normalized: DMSO 0%, desferrioxamine 100%; 300,000 tested, 0.32% active;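 active = mean activation of at least 10% of the iron chelator positive control signal, with at least half of replicates also reaching 10%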
# Platelet DG rel: inhibitors of platelet dense granule secretion, primary screen, cell-based, MLPCN, human platelets. human platelet-rich plasma, SFLLRN dense granule ATP release, luminescence. inhibition, %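 (compounds screened at 7.5 µM in platelet-rich plasma)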. 300,000 tested, 0.22% active. AID 1663, 2009;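 active = mean replicate score, as percent of positive control, at or above 50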
# MrgX1 allo act: positive allosteric modulators of MrgX1, primary screen, HEK293 cells, Fluo-4 calcium flux; FDSS; stronger effect = higher value; 310,000 tested, 0.63% active; Mas-related G-protein coupled receptor member X1 (Homo sapiens), Q96LB2; B-score at 10 µM;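 active = plate-corrected calcium response at least 3 library SD above typical, normal starting fluorescence, not activating the receptor alone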;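 note: compound read alongside a low EC10 to EC30 dose of BAM8-22 agonist; peak minus trough fluorescence over baseline measured at the second addition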
# RGS4 inh: RGS4 inhibitors, primary screen, cell-based, HEK293 M3R inducible RGS4, calcium flux; Fluo-4 calcium flux; stronger effect = higher value; triggered by carbachol at its EC20; B-score at 10 µM; 310,000 tested, 0.45% active;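 active = B-score, a plate-corrected calcium signal, over three deviations above library mean, with baseline fluorescence within five deviations of library mean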;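 note: RGS4 expression induced by doxycycline in cells with stable M3 receptor; B-score is computed from the integrated fluorescence ratio over baseline after carbachol; higher B-score means a larger calcium signal and so more RGS4 inhibition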
# RGS4 pot: RGS4 potentiators or activators, primary screen, cell-based, HEK293 M3R inducible RGS4, calcium flux; carbachol calcium flux Fluo4; stronger effect = lower value; B-score at 10 µM; 310,000 tested, 0.92% active; AID 463111, 2010;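 active = B-score of the integrated calcium signal more than 4 SD below the library mean, with starting fluorescence not abnormally high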;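 note: negative B-score means reduced calcium response which marks RGS4 activation or potentiation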
#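 System – HEK293 FlpIn-TREx cells, stable M3R, doxycycline-inducible RGS4 · Reagent – ECmax carbachol challenge · Times – compound preincubation 20 min at room temperature before agonist · Technique – Fluo4 fluorescence kinetic imaging of calcium · Measure – B score of integrated Fluo4 ratio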
# * hit, by the source's call; i = inactive; / = no result given.
SMILES,TRPC6 act,MrgX1 antagonist,MrgX1 agonist,TRPC6 inh,SKKanGAS inh,TRPC4 block,HIF activator,Platelet DG rel,MrgX1 allo act,RGS4 inh,RGS4 pot
C/C(=N\N=C(/N)SC1CC(=O)N(c2ccc(Br)cc2)C1=O)c1cccs1 (stereo not drawn),i,i,i,i,98.3*,i,-0.2,-0.6,i,10.6*,i
COc1ccccc1NC(=O)COC(=O)c1ccccc1SCC(=O)N1CCCC1,i,i,i,i,6.1,i,-0.4,-3.5,i,i,i
Cc1cccc(NC(=O)C2CCN(S(=O)(=O)c3ccc4c(c3)OCCO4)CC2)n1,i,i,i,i,-4.6,i,-4.3,7.0,i,i,i
O=C(CN1CCN(c2ccc([N+](=O)[O-])cc2)CC1)Nc1ccccn1,i,i,i,i,3.6,i,-0.2,-0.1,i,i,i
O=C(NCc1ccc2c3c(cccc13)C(=O)N2)c1cccs1,i,/,/,i,-8.8,i,1.9,4.8,/,i,i
CCO[C@H]1OC(C(=O)Nc2ccccc2)=C[C@@H](c2coc3ccccc3c2=O)[C@@H]1CCCO,i,i,i,i,0.5,i,-0.4,2.1,i,i,i
O=C(CN1C(=O)C2(OCCCO2)c2ccccc21)NCCc1ccccc1,i,i,i,i,-0.5,i,-0.2,-3.8,i,i,i
CC(C)c1ccc(/C=N/NC(=O)CCNC(=O)c2ccccc2)cc1,i,i,i,i,-1.0,i,1.9,0.1,i,i,i
CCC(=O)N(C)C(c1ccccc1Cl)c1nnnn1-c1c(C)cccc1C (stereo not drawn),i,i,i,i,-0.7,i,-0.1,3.5,i,i,i
CN(CC(=O)Nc1ccccc1Cl)C(=O)COC(=O)c1cc([N+](=O)[O-])ccc1N1CCOCC1,i,i,i,i,0.8,i,-1.5,6.7,i,i,i
COc1ccc(NC(=O)CSc2n[nH]c(C(C)C)n2)c([N+](=O)[O-])c1,i,i,i,i,-2.5,i,-0.1,0.5,i,i,i
CNC(=O)c1sc(N2N=C3/C(=C/c4ccccc4)CCCC3C2c2ccccc2)nc1C (stereo not drawn),i,i,i,i,39.8,i,-0.3,7.8,i,i,i
O=C(COc1ccc([N+](=O)[O-])cc1)Nc1ccc2c(c1)nc1n2CCOC1,i,i,i,i,1.5,i,-0.2,5.6,i,i,i
Cn1nnnc1SCC(=O)Nc1ccccc1C(=O)NC1CC1,i,i,i,i,-5.6,i,-0.3,-36.7,i,i,i
C=CCn1c(CCNC(=O)c2cccs2)n[nH]c1=S,i,i,i,i,-5.3,i,-1.6,-14.3,i,i,i
COc1cc(NC(=O)c2cc(OC)c(OC)c(OC)c2)cc(-n2cnnn2)c1,i,i,i,i,-5.1,i,-0.6,4.0,i,i,i
O=C1c2ccccc2C(=O)N1CC(O)Cn1nnc2ccccc21 (stereo not drawn),i,i,i,i,-13.4,i,0.0,0.9,i,i,i
CCn1c(SCC(=O)Nc2nccs2)nnc1-c1ccc(C)cc1,i,i,i,i,0.9,i,-1.2,-2.5,i,i,i
CSc1nc2sc(-c3ccccc3)cc2c(=O)n1N,i,i,i,i,15.2,i,2.2,115.4*,i,i,i
CC(=O)N1CCCc2cc(S(=O)(=O)CCC(=O)Nc3cccc(C)c3C)ccc21,i,i,i,i,2.4,i,-0.1,19.6,i,i,i
CCN(C(=O)CCNC(=O)Cn1cnc2ccccc2c1=O)c1cccc(Cl)c1,i,i,i,i,1.3,i,-0.1,0.8,i,i,i
CCN1C(=O)[C@H]2[C@@H](c3ccc(C)cc3)N3C(=O)N(c4ccccc4)C(=O)[C@@]3(C)[C@H]2C1=O,i,i,i,i,-3.9,i,-2.4,-3.7,i,i,i
Cn1c(SCc2ccccc2Cl)nc2c1c(=O)[nH]c(=O)n2C,i,i,i,i,3.1,i,0.5,0.1,i,i,i
O=[N+]([O-])c1cc2c(c(CSc3nnc(Nc4ccccc4)s3)c1)OCOC2,i,i,i,i,16.3,i,0.4,6.8,i,i,i
COc1cccc(C(=O)NCCSc2c(C)[nH]c3ccccc23)c1OC,i,i,i,i,6.5,i,0.2,-2.7,i,i,i
CC1CCC/C(=C\Nc2ccccc2C(=O)O)C1=O (stereo not drawn),i,i,i,i,-3.1,i,-0.2,-1.0,i,i,i
Cc1cccc(C(C(=O)NC2CCCC2)N(Cc2cccnc2)C(=O)c2csnn2)c1 (stereo not drawn),i,i,i,i,-3.6,i,-0.2,-24.9,i,i,i
CC(=O)N1CCSc2ccc(S(=O)(=O)NCc3ccccc3)cc21,i,i,i,i,-2.9,i,0.0,2.1,i,i,i
CCOC(=O)N1CCN(CC(O)COc2cc(C)cc(C)c2)CC1 (stereo not drawn),i,i,i,i,-4.6,i,1.8,1.1,i,i,i
N/C(=N\OC(=O)Nc1ccccc1)c1ncc(C(F)(F)F)cc1Cl,i,i,i,i,6.8,i,1.0,-0.7,i,i,i
CCOc1ccc(C(=O)N2CCN(c3ccccc3)CC2)cc1,i,i,i,i,-6.0,i,1.4,3.8,i,i,i
CCN(CCn1cccn1)C(=O)c1cccc(OC2CCN(S(C)(=O)=O)CC2)c1,i,i,i,i,-3.3,i,-1.4,5.2,i,i,i
CCCCC(=O)Nc1ccc(C(=O)NNC(=O)c2cccs2)cc1,i,i,i,i,-2.9,i,0.0,-13.1,i,i,i
Cc1cccc(CN2CCOCCS2(=O)=O)c1,i,i,i,i,6.5,i,0.0,4.5,i,i,i
CCOC(=O)CCCNc1ccc([N+](=O)[O-])cc1[N+](=O)[O-],i,i,i,i,-0.4,i,-0.5,-2.3,i,i,i
CCN(CC)CC(O)CN1C(=O)NC(C)(C)C1=O (stereo not drawn),i,i,i,i,2.6,i,-0.2,-1.5,i,i,i
O=C(NCCCN1CCOCC1)C(=O)N/N=C/c1ccc(F)cc1,i,i,i,i,-9.2,i,-0.6,0.8,i,i,i
CCC(C)C(=O)Nc1nnc(SCC(=O)NC(C)(C)C)s1 (stereo not drawn),i,i,i,i,10.6,i,-1.0,10.4,i,i,i
Cc1[nH]c(=O)[nH]c(=O)c1/C=N\NC(=O)CCc1ccc(OC(C)C)cc1,i,i,i,i,-2.7,i,0.0,1.8,i,i,i
Cc1cccc(N(CC(=O)N/N=C/c2ccc(OCC(=O)NCc3ccco3)cc2)S(C)(=O)=O)c1C,i,i,i,i,6.0,i,-0.7,-6.6,i,i,i
CCOC(=O)Cc1csc(N/C(=N/S(=O)(=O)c2ccc(Cl)cc2)c2ccccc2)n1,i,i,i,i,8.8,i,0.1,1.5,i,i,i
CCOCCCNC(=O)c1c(N)n(-c2ccc3c(c2)OCO3)c2nc3ccccc3nc12,i,i,i,i,11.1,i,-0.5,3.7,i,i,i
CCOC(=O)c1sc(NC(=S)NC(=O)c2ccccc2)c(C(=O)OCC)c1C,i,i,i,i,-8.4,i,0.4,-5.4,i,i,i
COc1ccc(NC(=O)N2CCCCCC2)c(OC)c1,i,i,i,i,-1.9,i,0.4,6.8,i,i,i
O=C(N/C(=C\c1ccc([N+](=O)[O-])cc1)C(=O)N1CCCCC1)c1ccco1,i,i,i,i,-0.9,i,-0.4,10.1,i,i,i
Cc1ccc(OCCn2cc(/C=C3\C(=O)NN(c4ccccc4)C3=O)c3ccccc32)cc1,i,i,i,i,19.5,i,-0.3,-3.0,i,i,i
O=C(CNC(=O)c1ccc(Cl)cc1Cl)OCC(=O)N1CCN(c2ccccc2)CC1,i,i,i,i,-9.2,i,-0.4,-1.3,i,i,i
COC(=O)C(C)NC(=O)C12CC3CC(CC(C3)C1)C2 (stereo not drawn),i,i,i,i,0.6,i,-0.4,0.6,i,i,i
Cc1cccc(NC(=O)CNC(=O)c2ccccc2Cl)n1,i,i,i,i,2.8,i,0.4,12.8,i,i,i
Cc1ccc(CNC(=O)CSc2c3c(nc4ccc(Cl)cc24)CCCC3)o1,i,i,i,i,0.4,i,3.3,-1.2,i,i,i
CCN(C(=O)c1ccco1)c1nc(-c2ccc(OC)cc2)cs1,i,i,i,i,21.8,i,1.5,3.7,i,i,i
CCOc1ccc(-c2nc(CSc3nnc(N)s3)cs2)cc1OC,i,i,i,i,-5.4,i,2.5,4.2,i,i,i
N#Cc1c(NC(=O)CSc2nc3ccccc3s2)sc2c1CCCC2,i,i,i,i,-6.4,i,-0.2,1.6,i,i,i
COC(=O)CSc1nnc(Cc2cc(=O)[nH]c(=O)[nH]2)n1-c1cccc(OC)c1,i,i,i,i,-1.5,i,-0.3,-3.4,i,i,i
Clc1cc2c(cc1/C=N/Nc1nc(N3CCOCC3)nc(N3CCOCC3)n1)OCO2,i,i,i,i,-3.7,i,0.8,-2.1,i,i,i
Cn1ccsc1=NC(=O)c1ccccc1F,i,i,i,i,3.5,i,0.0,1.3,i,i,i
COc1ccc(CN(CC2CCC(C(=O)O)CC2)C(=S)Nc2cc(Cl)ccc2OC)cc1 (stereo not drawn),i,i,i,i,19.6,i,-0.7,3.5,i,i,i
O=C(Nc1cc2c(cc1Cl)OCCCO2)c1ccccc1,i,i,i,i,3.3,i,4.7,2.0,i,i,i
CCc1ccc(NC(=O)CO/N=C(\C)c2cc3ccccc3o2)cc1,i,i,i,i,7.8,i,-0.3,1.9,i,i,i
CCOC(=O)CSc1ccc(C(=O)N2CCN(C)CC2)cc1[N+](=O)[O-],i,i,i,i,2.6,i,0.4,4.5,i,i,i
CCOC(=O)c1ccc(NC(=S)NNC(C)(C)C)cc1,i,i,i,i,0.6,i,3.0,-10.0,i,i,i
COc1cc(OC)c(NC2c3ccccc3C(=O)N2c2cc(C)ccn2)cc1Cl (stereo not drawn),i,i,i,i,-6.3,i,2.1,-0.3,i,i,i
